TRPC4 potent: allosteric potentiators of mouse TRPC4 channel. hit rate 0.42% among 310,000. HEK293 TRPC4beta/mu-opioid, DAMGO EC20, Fluo-4 Ca2+ flux; active compounds read high. B-score at 10 µM;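 active = B-score of calcium response area above 5 SD of library B-scores, with initial fluorescence ratio within 5 SD of library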;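 also: B-score of integrated fluorescence ratio over time as area under calcium response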
TRPC6 act: activators of mouse TRPC6 channel | Q61143 | HEK293-TRPC6 membrane potential dye fluorescence; active compounds read high | B-score at 10 µM | hit rate 0.13% among 310,000 | AID 2550;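 active = B-score of the integrated fluorescence ratio above library mean plus 3 SD, and starting fluorescence ratio within library mean plus 5 SD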;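 also: higher score means more depolarization so channel activation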
Target sequence (Q61143 whole entry, looked up): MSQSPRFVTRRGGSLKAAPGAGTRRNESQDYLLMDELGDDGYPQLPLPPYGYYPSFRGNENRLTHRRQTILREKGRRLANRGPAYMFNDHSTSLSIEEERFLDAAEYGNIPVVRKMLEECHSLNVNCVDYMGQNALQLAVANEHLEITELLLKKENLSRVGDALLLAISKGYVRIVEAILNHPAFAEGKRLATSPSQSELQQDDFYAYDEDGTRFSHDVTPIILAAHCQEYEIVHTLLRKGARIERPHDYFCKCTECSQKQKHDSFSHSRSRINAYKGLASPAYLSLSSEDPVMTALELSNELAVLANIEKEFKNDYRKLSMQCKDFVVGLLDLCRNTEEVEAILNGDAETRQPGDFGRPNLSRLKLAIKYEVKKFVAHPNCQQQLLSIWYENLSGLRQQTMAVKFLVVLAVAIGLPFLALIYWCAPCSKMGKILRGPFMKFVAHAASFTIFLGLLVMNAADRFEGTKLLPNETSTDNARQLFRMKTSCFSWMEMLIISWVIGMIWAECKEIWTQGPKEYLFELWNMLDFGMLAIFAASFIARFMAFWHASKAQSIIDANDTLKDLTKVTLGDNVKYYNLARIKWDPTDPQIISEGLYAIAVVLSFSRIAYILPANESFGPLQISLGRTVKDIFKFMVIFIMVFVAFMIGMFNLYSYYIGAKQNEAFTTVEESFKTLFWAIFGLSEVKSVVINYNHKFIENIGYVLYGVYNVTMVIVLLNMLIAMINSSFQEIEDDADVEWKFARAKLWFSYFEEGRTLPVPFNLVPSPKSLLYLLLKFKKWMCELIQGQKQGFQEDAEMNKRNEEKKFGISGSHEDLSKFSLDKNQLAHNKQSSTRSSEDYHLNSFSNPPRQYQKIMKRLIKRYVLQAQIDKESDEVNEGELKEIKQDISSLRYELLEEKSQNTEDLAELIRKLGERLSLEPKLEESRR
MrgX1 antagonist: human MrgX1 receptor antagonism, primary screen; hit rate 1.3% among 310,000; B-score at 10 µM; MRGX1-HEK293 calcium flux, Fluo-4, BAM8-22 antagonism; active compounds read low; Q96LB2;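 active = calcium-response B-score plate-corrected more than 3 library SD below zero, starting fluorescence within 5 deviations, no agonist response on first addition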;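 also: peak minus trough fluorescence over baseline after final BAM8-22 challenge near maximal dose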
SKKanGAS inh: blocks kanamycin growth of S. pyogenes SKKanGAS strain; BacTiter-Glo, 6 h; hit rate 1.3% among 300,000; inhibition, % at 7.5 µM;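 active = mean replicate score, as percent of positive control median, at least 50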;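 also: strain carries kanamycin resistance gene driven by streptokinase promoter and grows in 40 µg/ml kanamycin; loss of luminescence reflects streptokinase promoter inhibition or plain growth inhibition; 0% = median of DMSO wells and 100% = positive control at its reference dose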
TMEM16A inh: blocks the mouse calcium-activated chloride channel TMEM16A. Q8BHY3. HEK293 TMEM16A/YFP iodide influx fluorescence, ionomycin. normalized B-score (activity score, 25-100; higher = stronger inhibition) at 10 µM. hit rate 1.2% among 310,000. AID 588511;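 active = ratio plate-corrected score three or more library SD toward inhibition, starting fluorescence score within five deviations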;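 also: score derived from kinetic fluorescence span divided by baseline fluorescence per well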
MrgX1 allo act: human MrgX1 positive allosteric modulation, primary screen | Q96LB2 | MrgX1-HEK293, Fluo-4 calcium flux, FDSS; active compounds read high | B-score at 10 µM | hit rate 0.63% among 310,000 | AID 588675;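 active = plate-corrected calcium response at least 3 library SD above typical, normal starting fluorescence, not activating the receptor alone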;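 also: compound read alongside a low EC10 to EC30 dose of BAM8-22 agonist; peak minus trough fluorescence over baseline measured at the second addition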
TRPC4 agonist: activators of mouse TRPC4 channel; hit rate 0.49% among 310,000; Q9QUQ5; B-score at 10 µM; HEK293 TRPC4beta/mu-opioid, Fluo4 calcium fluorescence; active compounds read high;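 active = B-score above 5 SD of library B-scores, and initial fluorescence ratio not above library mean plus 5 SD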;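 also: positive B-score marks a calcium rise read as TRPC4 activation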
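Material: TRPC4beta and mu-opioid receptor HEK293 stable cells | Incubation: 45 min room-temperature Fluo4 loading, 110 s read | Detection: Kinetic Fluo4 calcium fluorescence | Measure: Integrated baseline-normalised fluorescence ratio, converted to per-well B score | Benchmarks: Low control buffer alone, high control maximal DAMGO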
TRPC4 inh: blocks the mouse TRPC4 cation channel. Q9QUQ5. HEK293 TRPC4beta/mu-opioid, DAMGO-evoked Fluo4 calcium flux; active compounds read low. B-score at 10 µM. hit rate 0.39% among 300,000;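 active = B-score over 3 SD under the library average, no early fluorescence shift, positive overall ratio signal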
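System: stable TRPC4beta/mu-opioid receptor HEK293 cells; Dosing: single-point compound dosing; Measured by: Fluo4 Ca2+ flux fluorescence; Read-out basis: per-well B score of integrated baseline-normalized Fluo4 ratio.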
MrgX1 agonist: agonists of human MrgX1 receptor. MrgX1-HEK293 cells, Fluo-4 calcium fluorescence, agonist mode; active compounds read high. B-score at 10 µM. hit rate 0.44% among 310,000. AID 588627;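 active = calcium response B-score plate-corrected fluorescence ratio at least 3 library SD, with starting fluorescence B-score inside 5 SD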
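Test system: HEK293 cells stably expressing human MrgX1 receptor; amount: 15,000 cells per well; doses: compound delivered in addition one of three; times: overnight plating before 1 h dye loading; detection: Fluo-4 NW calcium-flux fluorescence, kinetic read; read-out basis: B-scored fluorescence response ratio; controls: positive and negative controls per plate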
TMEM16A act: activates or potentiates the mouse TMEM16A chloride channel. Q8BHY3. HEK293 TMEM16A/YFP-H148Q/I152L, iodide quench fluorescence; active compounds read low. B-score at 10 µM. hit rate 0.3% among 340,000. AID 623877;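 active = fluorescence-ratio B-score plate-corrected deviation score at least 3 library SD below zero, with starting fluorescence score within 5 deviations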;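 also: channel opened by trigger with iodide after compound preincubation; score built on the fluorescence ratio of max minus min over baseline; more negative score means more quench and so TMEM16A activation or potentiation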
TRPC6 inh: mouse TRPC6 channel inhibition | Q61143 | HEK293-TRPC6, membrane potential dye, ACh-evoked depolarization; active compounds read low | B-score at 10 µM | hit rate 1.1% among 310,000 | AID 2553;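 active = B-score under library mean minus 3 SD, initial fluorescence not abnormally high, positive integrated signal ratio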;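 also: B-score derived from integrated fluorescence ratio over the kinetic read; more negative B-score means stronger inhibition of depolarization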
* hit, by the source's call; i = inactive; / = no result given.

nr	SMILES	TRPC4 potent	TRPC6 act	MrgX1 antagonist	SKKanGAS inh	TMEM16A inh	MrgX1 allo act	TRPC4 agonist	TRPC4 inh	MrgX1 agonist	TMEM16A act	TRPC6 inh
1	CCc1nc(SCc2ccc(OC)c(Br)c2)n[nH]1	i	i	i	0	i	i	i	i	i	i	i
2	c1ccc(C2[C@H]3CN(CC4CCCCC4)[C@H](c4ccccc4)C34CC2(c2cccnc2)C4)cc1 (some centres undefined)	i	i	i	15	i	i	i	i	i	i	i
3	Nc1cc(Cl)ccc1C(=O)OCC(=O)N1CCCC1	i	i	i	-2	i	i	i	i	i	i	i
4	CCOc1cc(/C=N/O)cc(Br)c1OCC(=O)NCc1ccccc1	i	i	i	7	i	i	i	i	i	i	i
5	CCN(CC(=O)NC1CC1)S(=O)(=O)c1ccccc1	i	i	i	6	i	i	i	i	i	i	i
6	CCOc1ccc(/C=C/C(=O)OC(C)C(=O)NC2CCCCC2C)cc1OC (centres undefined)	i	i	i	-9	i	i	i	i	i	i	i
7	O=C(O)CCC(=O)Nc1ccc(Br)cc1C(=O)c1ccc(Cl)cc1	i	i	i	-6	i	i	i	i	i	i	i
8	Cc1cc(Cl)ccc1OCCCC(=O)NCc1ccccn1	i	i	i	-11	i	i	i	i	i	i	i
9	CC1(C)CC(=O)C2=C(C1)OC1=C(C(=O)CC(C)(C)C1)C2c1ccc(O)c([N+](=O)[O-])c1	i	i	i	-11	i	i	i	i	i	i	i
10	CCOc1ccc(C(=O)NCC(=O)N2CCN(c3ccccc3O)CC2)cc1	i	i	i	2	i	i	i	i	i	i	i
11	CCN(CC)c1ccc(/C=N/NC(=O)c2c(Cl)c(C)nn2C)cc1	i	i	i	1	i	i	i	i	i	i	i
12	CCn1ccc(C(=O)N2CCOCC2)n1	i	i	i	5	i	i	i	i	i	i	i
13	Cc1cccc(NC2=NCC(=O)N2Cc2ccccc2)c1	i	i	i	5	i	i	i	i	i	i	i
14	CC(C)Cn1c(CN2CCN(c3ccccc3F)CC2)nc2c1c(=O)[nH]c(=O)n2C	i	i	i	-5	i	i	i	i	i	i	i
15	C/C(=N\NC(=S)NCc1ccccc1)c1ccc(Cl)cc1	i	i	i	-6	i	i	i	i	i	i	i
16	CCN(Cc1cnn(C)c1)C(=O)CC1C(=O)NCCN1Cc1cccc(OC)c1OC (centres undefined)	i	i	i	-2	i	i	i	i	i	i	i
17	O=C(NCc1ccccc1Cl)c1cnccn1	i	i	i	-6	i	i	i	i	i	i	i
18	COc1cc2c(cc1NC(=O)CSc1nccn1C)oc1ccccc12	i	i	i	1	i	i	i	i	i	i	i
19	COC(=O)c1c(C)oc(C)c(C(=O)OC)c1=O	i	i	-7*	6	i	i	i	i	i	i	i
20	Cc1[nH]c2ccc(C(=O)OC(C)C(=O)NCc3ccccc3)cc2c1C (centres undefined)	i	i	i	-8	i	i	i	i	i	i	i
21	Cc1csc(=O)n1CC(=O)OCc1cccc2ccccc12	i	i	i	-3	i	i	i	i	i	i	i
22	CCOc1ccc(/C=C2/Sc3ccc(C(=O)NCC4CCCO4)cc3N(C)C2=O)cc1OC (centres undefined)	i	i	i	26	i	i	i	i	i	i	i
23	COc1ccc(-c2cc(C(=O)OCC(=O)NC(C)C)c3ccccc3n2)cc1	i	i	i	-3	i	i	i	i	i	i	i
24	COc1ccc2c(C)c(C(=O)O)oc2c1	i	i	i	0	i	i	i	i	i	i	i
25	Nn1c(SCc2ccccn2)nncc1=O	i	i	i	2	i	i	i	i	i	i	i
26	CC(C)Oc1cccc(C(=O)C2CCCN(Cc3cnc(N4CCCC4)s3)C2)c1 (centres undefined)	i	i	i	-5	i	i	i	i	i	i	i
27	COc1ccc(CCNC(=O)c2c(C)nc3ccccn23)cc1OC	i	i	i	1	i	i	i	i	i	i	i
28	CC(=O)c1cc(CCC(=O)NC2CCCCCC2)oc1C	i	i	i	-7	i	i	i	i	i	i	i
29	O=S1(=O)CC2NC(=S)N(c3cccc(Br)c3)C2C1 (centres undefined)	i	i	i	1	i	i	i	i	i	i	i
30	COc1ccc(N2C(N)=NC(N)=NC2(C)C)cc1	i	i	i	73*	i	i	i	i	i	i	i
31	COCCCNC(=O)c1ccc(Cn2c(=O)c3ccccc3n(Cc3ccc(C)cc3)c2=O)cc1	i	i	i	11	i	i	i	i	i	i	i
32	COC(=O)Cc1[nH]nc2c1C1(CCSCC1)C(C#N)=C(N)O2	i	i	i	-4	i	i	i	i	i	i	i
33	COc1ccc(S(=O)(=O)NC2CCCC2)cc1C(N)=O	i	i	i	0	i	i	i	i	i	i	i
34	CCCN1CNC(=S)N(CCc2ccccc2)C1	i	i	i	-2	i	i	i	i	i	i	i
35	CCNC(=O)COC(=O)c1cc(S(=O)(=O)N2CCCc3ccccc32)ccc1Cl	i	i	i	-8	i	i	i	i	i	i	i
36	Cc1ccc(NC(=O)c2cnc(SCC(=O)c3ccccc3)n(C)c2=O)cc1	i	i	i	-6	i	i	i	i	i	i	i
37	Cc1cc2c(cc1C)N(CC(=O)N1CCCC1)C(=O)CC(c1ccccc1)=N2	i	i	i	-2	i	i	i	i	i	i	i
38	BrC(/C=N/Nc1nc(N2CCOCC2)nc(N2CCOCC2)n1)=C/c1ccccc1	i	i	i	0	i	i	i	i	i	i	i
39	O=C1NC(=S)S/C1=C\c1coc2ccccc2c1=O	i	i	i	3	i	7.6*	i	i	i	i	i
40	O=C1c2cccnc2C(=O)N1Cc1ccccc1	i	i	i	-1	i	i	i	i	i	i	i
41	NC(=O)CSc1nc2ccccc2nc1SCC(N)=O	i	i	i	0	i	i	i	i	i	i	i
42	Cc1cc(C)c2nc(N(CCCN(C)C)C(=O)C3=COCCO3)sc2c1	i	i	i	-2	i	i	i	i	i	i	i
43	O=C1CC(c2nc3ccccc3[nH]2)CN1c1ccccc1 (centres undefined)	i	i	i	0	i	i	i	i	i	i	i
44	Cc1cc(C)c2nc(Cl)c(C3NC(=O)c4ccccc4N3)cc2c1 (centres undefined)	i	i	i	12	i	i	i	i	i	i	i
45	CCN(CC)CCNc1nc(C(F)(F)F)nc2c1nnn2Cc1ccccc1	i	i	i	-2	i	i	i	i	i	i	i
46	CCOC(=O)N1CCN(C(=O)c2ccc3c(=O)n(CCC4=CCCCC4)c(=S)[nH]c3c2)CC1	i	i	i	67*	i	i	i	i	i	i	i
47	c1ccc(-n2c(SCc3ccncc3)nnc2-c2ccco2)cc1	i	i	i	-3	i	i	i	i	i	i	i
48	CC(Sc1ccsc1[N+](=O)[O-])C(=O)NCc1ccco1 (centres undefined)	i	i	i	-7	i	i	i	i	i	i	i
49	O=C(NC1CCCCC1)C(c1ccc2ncccc2c1)N(Cc1ccco1)C(=O)c1ccc2c(c1)OCCO2 (centres undefined)	i	i	i	12	i	i	i	i	i	i	i
50	COCCN(C(=O)CSc1nc2ccc(Cl)cc2[nH]1)c1c(N)n(Cc2ccccc2)c(=O)[nH]c1=O	i	i	i	4	i	i	i	-5*	i	i	i
51	O=C(CSc1nc2c(c(=O)n1-c1ccc(F)cc1)SCC2)NCc1ccco1	/	/	i	/	i	i	/	/	i	i	/
52	O=C(Nc1ccc(S(=O)(=O)N2CCOCC2)cc1)c1nn(-c2ccc(F)cc2)ccc1=O	i	i	i	0	i	i	i	i	i	i	i
53	C=CCN(C(=O)c1csnn1)C(C(=O)NCc1ccc(F)cc1)c1ccc(F)cc1 (centres undefined)	i	i	i	4	i	i	i	i	i	i	i
54	CCC(=O)N1C(=O)CCN(C(C)=O)c2ccccc21	i	i	i	0	i	i	i	i	i	i	i
55	O=C(CN(C(=O)CCNC(=O)c1ccco1)c1ccccc1)NC1CCCC1	i	i	i	-6	i	i	i	i	i	i	i
56	Cc1cc(CNCc2cn(C)nc2-c2ccc(Oc3ccccc3)cc2)on1	i	i	i	4	i	i	i	i	i	i	i
57	CS(=O)(=O)c1ccccc1C(=O)NC1CCCc2ccccc21 (centres undefined)	i	i	i	-7	i	i	i	i	i	i	i
58	COc1ccccc1Nc1ncc(C(=O)N2CCC(C(N)=O)CC2)c2ccccc12	/	/	i	/	i	i	/	/	i	i	/
59	Cc1cc(C)cc(N(C)S(=O)(=O)c2nnc(NC(=O)C(C)C)s2)c1	i	i	i	8	i	i	i	i	i	i	i
60	CCOC(=O)n1c(SCC(=O)N(CC)CC)nc2ccccc21	i	i	i	-2	i	i	i	i	i	i	i

(further entries)
nr	SMILES	TRPC4 potent	TRPC6 act	MrgX1 antagonist	SKKanGAS inh	TMEM16A inh	MrgX1 allo act	TRPC4 agonist	TRPC4 inh	MrgX1 agonist	TMEM16A act	TRPC6 inh
61	CCn1nnnc1-c1ccc(OC)c(S(=O)(=O)Nc2ccc(C(=O)OC)cc2)c1	i	i	i	1	i	i	i	i	i	i	i
62	O=C(CN1CCOCC1)Nc1ccccc1C(=O)Nc1ccccc1	i	i	i	5	i	i	i	i	i	i	i
63	CSc1ncccc1C(=O)Nc1nc2ccc(F)cc2s1	i	i	i	1	i	i	i	i	i	i	i
64	CCC(C)OC(=O)C1=C(C)O[C@]23OC(N)=C(C#N)[C@]12C(=O)c1ccccc13 (some centres undefined)	i	i	i	-8	i	i	i	i	i	i	i
65	CCn1c(=S)sc2c(=O)n(CC(=O)NCCCc3ccccc3)c(C)nc21	i	i	i	-2	i	i	i	i	i	i	i
66	CC(=O)Nc1ccc(NC(=O)CCC(=O)OCC(=O)c2ccc(C)c([N+](=O)[O-])c2)cc1	i	i	-5.6*	2	i	i	i	i	i	i	i
67	CC(C)CCNC(=O)C1CCCN(S(=O)(=O)c2ccc(F)cc2)C1 (centres undefined)	i	i	i	2	i	i	i	i	i	i	i
68	Cc1ccc2oc(C(=O)N(CCO)Cc3ccccc3)c(C)c2c1	i	i	i	-13	i	i	i	i	i	i	i
69	CC(=O)c1ccc(NC(=S)NCCCN2CCOCC2)cc1	i	i	i	-1	i	i	i	i	i	i	i

Screens from PubChem BioAssay.

Rows are unselected. Share with any hit: about 6.7%.
